GPR35 antagonists – GPR35 antagonists blocking zaprinast-driven arrestin recruitment, primary screen, imaging, U2OS, beta-arrestin-GFP, zaprinast agonist (AID 2058). actives 0.052% (n = 290,000). U2OS GPR35 beta-arrestin-GFP translocation imaging, zaprinast antagonism; higher % means a stronger effect. one-dose inhibition, % at 10 µM; IC50 in µM for titrated hits;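 active means inhibition of at least 50% with at least 30 cells and total cytoplasm GFP at most 10,000,000; inconclusive means under 30 cells or total GFP of 10,000,000 plus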
West Nile virus CPE – inhibition of WNV-induced cytopathic effect – cell-based, CPE readout (AID 1621); actives 0.02% (n = 290,000); West Nile virus-infected cells, CPE inhibition; higher % means a stronger effect; CPE inhibition, % at 10 µM; hits with a dose series show IC50 in µM; in the data active means a potency from the dose series; inconclusive means CPE inhibition mostly from about 3.7% at the one dose, without a potency; inactive means the rest, 99 in 100 with CPE inhibition below about 2.2%; further: strong numbers were not always called active
NOD1 NF-kB reporter – inhibition of NOD1-driven NF-kB reporter – cell-based, luminescence, uHTS, primary screen (AID 1578); NOD1-driven NF-kB luciferase reporter cells, luminescence; higher % means a stronger effect; actives 1% (n = 290,000); inhibition, % at 4 µM; hits with a dose series show EC50 in µM; in the data active means inhibition mostly above about 36%, no sharp cut-off; inactive means mostly below about 34%;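 further: HEK-293T reporter cells stimulated with the NOD1 agonist gamma-tri-DAP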
KOR beta-arrestin-1 – kappa opioid receptor activators – cell-based, luminescence, uHTS, primary screen (AID 1777); KOR beta-arrestin recruitment, luminescence; higher % means a stronger effect; activation, % at 10 µM; hits with a dose series show EC50 in µM; actives 0.02% (n = 280,000); in the data active means activation above about 50%, passing the limit was not always enough; further: a part of the inactive calls stands beside numbers as strong as those of hits
HIV fusion peptide – cell-free HIV fusion peptide-binding blockers – biochemical, uHTS, fluorescence dequenching, primary screen (AID 1986); cell-free peptide binding, fluorescence dequenching, 30 min; higher % means a stronger effect; one-dose inhibition, % at 20 µM; IC50 in µM for titrated hits; actives 0.3% (n = 290,000); in the data active means inhibition mostly above about 52%, no sharp cut-off; inactive means mostly below about 76%; further: some results filed as inactive read as strong as hits
KOR beta-arrestin-2 – KOR antagonists, beta-arrestin recruitment, cell-based, luminescence, uHTS (AID 1778); KOR beta-arrestin recruitment, luminescence, antagonist mode; higher % means a stronger effect; inhibition, % at 10 µM; hits with a dose series show IC50 in µM; actives 0.091% (n = 290,000); in the data active means inhibition above about 50%; further: strong numbers were not always called active
GPR55 beta-arrestin – GPR55 agonists via beta-arrestin recruitment, primary screen, imaging, U2OS cells, beta-arrestin-GFP redistribution (AID 1961) | U2OS GPR55 beta-arrestin-GFP redistribution imaging; higher % means a stronger effect | activation, % at 10 µM, or EC50 in µM where a hit was titrated | actives 0.048% (n = 290,000);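 active means activation above 40% with more than 50 cells counted in the well; inconclusive means wells holding fewer than 50 cells, flagged as toxic or sparse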;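 further: U2OS osteosarcoma cells stably expressing GPR55 and beta-arrestin-GFP; plate controls were DMSO negative control for no effect and LPI positive control for full effect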
GPR55 LPI antagonism – inhibition of LPI-stimulated GPR55 beta-arrestin translocation – imaging, U2OS, beta-arrestin-GFP, LPI agonist, primary screen (AID 2013). U2OS GPR55 beta-arrestin-GFP translocation imaging, LPI antagonism; higher % means a stronger effect. inhibition, % at 10 µM, or IC50 in µM where a hit was titrated. actives 0.13% (n = 290,000);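 active means spots per cell inhibited over 60%, with over 100 cells counted and total cytoplasm intensity under 500,000; inconclusive means wells with under 100 cells, flagged as likely toxic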;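 further: U2OS cells stably carrying GPR55 and arrestin-GFP stimulated by 5 µM LPI near EC80; imaged beta-arrestin-GFP aggregate spots per cell after agonist stimulation; plate controls were LPI-stimulated DMSO wells for no effect and DMSO wells without LPI for full effect; some results filed as inactive read as strong as hits; confirmed hits need IC50 under 10 µM and bright autofluorescent wells are also inconclusive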
NS5 inhibitors – Dengue-2 NS5 methyltransferase inhibitors, primary screen, biochemical, confirmation dose response (AID 588689); Dengue-2 NS5 methyltransferase capping enzyme assay, biochemical; higher % means a stronger effect; inhibition, % at 25 µM; hits with a dose series show IC50 in µM; actives 0.3% (n = 340,000); in the data active means a potency from the dose series; inconclusive means inhibition above about 29% without an active follow-up result
NS5 inhibitors pilot replicate – further read-out of NS5 inhibitors, marked with its call; inhibition, %; measured here: pilot screen replicate inhibition
An asterisk follows results filed as active; ? = inconclusive; / = not tested or not shown; [ ] = dose if it differs, or a comment.

SMILES	GPR35 antagonists	West Nile virus CPE	NOD1 NF-kB reporter	KOR beta-arrestin-1	HIV fusion peptide	KOR beta-arrestin-2	GPR55 beta-arrestin	GPR55 LPI antagonism	NS5 inhibitors	others
CCN(C(=O)c1cc2c(=O)[nH]c3ccc(C)cc3c2s1)c1ccc(F)cc1	1%	0.0%	-12%	2.8%	-1.6%	4%	0.2%	1%	7%
C=CCN1C(=O)C2(OCCCO2)c2cc(Cl)ccc21	-8%	-0.4%	-24%	-2.0%	-1.1%	7%	-0.2%	-9%	4%
CCOC(=O)c1sc(N(Cc2ccccc2)C(=O)CSc2ncn[nH]2)nc1C	0%	0.1%	34%	9.0%	-2.3%	24%	-0.1%	-3%	-9%
Cc1nc(-c2ccc(NS(C)(=O)=O)cc2)cs1	-11%	0.0%	-13%	-2.0%	-1.1%	20%	-0.4%	8%	-1%
N=c1c(S(=O)(=O)c2ccccc2)cc2c(=O)n3ccccc3nc2n1CC1CCCO1 (stereo unspecified)	-4%	-0.7%	-34%	-3.8%	-1.1%	27%	-0.2%	4%	12%
COc1ccc(-n2nc(C(=O)NCC(=O)N(C)Cc3ccccc3)c3ccccc3c2=O)cc1OC	7%	-0.2%	-32%	-3.5%	1.2%	-23%	0.3%	20%	-8%
CCCNC(=O)NC(=O)CSc1nc2ccccc2n1CC(C)C	18%	-1.1%	7%	-3.1%	-0.2%	17%	0.2%	10%	-6%
c1ccc(-c2nnc3sc(CN4CCc5ccccc54)cn23)cc1	18%	-1.5%	9%	-11%	3.6%	9%	-0.2%	7%	-6%
COc1ccc(C(=O)NCCSc2ccccn2)cc1	-12%	0.1%	-36%	-0.3%	3.5%	-8%	-0.1%	-4%	-1%
CCOc1ccc(OCC)c(NC(=O)CCCN2C(=O)c3cccnc3C2=O)c1	-10%	0.3%	-10%	-3.7%	-2.4%	-7%	0.5%	15%	4%
CCCN1C(=O)c2cc(C(=O)Nc3ccc(OC)c(OC)c3)ccc2C1Nc1ccc(OC)c(OC)c1 (stereo unspecified)	-5%	0.2%	18%	11%	-2.1%	-42%	0.6%	-8%	-3%
COc1cccc(NC2=C(Cl)C(=O)OC2OC(=O)c2ccco2)c1 (stereo unspecified)	4%	-0.3%	-25%	-2.4%	3.8%	6%	0.5%	18%	3%
CCn1c(NC(=S)Nc2ccccc2)nc2ccccc21	2%	0.5%	-18%	5.2%	-0.7%	2%	0.5%	9%	1%
CC(CCc1ccccc1)NC(=O)COC(=O)c1ccc([N+](=O)[O-])cc1 (stereo unspecified)	5%	-0.1%	-1%	6.9%	-1.0%	12%	-0.2%	10%	-2%
CC(C)N(CCNC(=O)C1CCC(=O)N1Cc1ccc(F)cc1)Cc1ccccc1 (stereo unspecified)	5%	-0.4%	-7%	0.9%	1.9%	16%	0.0%	27%	-2%
CC(C)(C)OC(=O)CNC(=O)c1nc[nH]c1C(=O)N1CCN(C(=O)OC(C)(C)C)CC1	6%	1.3%	-20%	-4.3%	1.4%	8%[20 µM]	0.4%	10%	-4%
O=S(=O)(NC(=S)c1ccccc1)c1ccc(Cl)cc1	4%	0.4%	-12%	-3.1%	4.6%	-26%	-0.1%	42%	0%
Cc1ccc(S(=O)(=O)N[C@H](C(=O)N2CCC(C(=O)N[C@H](C(=O)O)c3ccccc3)CC2)C(C)C)cc1	-2%	0.8%	9%	2.7%	2.3%	14%[20 µM]	0.2%	-7%	-4%
Cc1csc(NC(=O)/C=C/c2ccc(C)o2)n1	2%	0.0%	-35%	-2.7%	8.7%	7%	-0.3%	2%	-1%
CCOc1ccc(Cl)cc1CNCCNCC(C)O (stereo unspecified)	-5%	-0.3%	6%	-0.6%	-1.0%	-15%	0.0%	8%	-2%

Next section (two carried over from the part before).
SMILES	GPR35 antagonists	West Nile virus CPE	NOD1 NF-kB reporter	KOR beta-arrestin-1	HIV fusion peptide	KOR beta-arrestin-2	GPR55 beta-arrestin	GPR55 LPI antagonism	NS5 inhibitors	others
Cc1csc(NC(=O)/C=C/c2ccc(C)o2)n1	2%	0.0%	-35%	-2.7%	8.7%	7%	-0.3%	2%	-1%
CCOc1ccc(Cl)cc1CNCCNCC(C)O (stereo unspecified)	-5%	-0.3%	6%	-0.6%	-1.0%	-15%	0.0%	8%	-2%
CC1(C)CC(NCc2cccc([N+](=O)[O-])c2)CC(C)(C)N1	-3%	-0.4%	-5%	-3.8%	-1.8%	-10%	-0.1%	0%	-1%
Cn1c(N2CCCCC2)nc2c1c(=O)n(Cc1cccc(Br)c1)c(=O)n2C	15%	-0.5%	16%	17%	0.3%	7%	-0.1%	8%	-5%
Cc1nc2ccccc2c(=O)n1/N=C/c1cn[nH]c1-c1ccccc1	1%	0.8%	-6%	-0.8%	-1.7%	-3%	-0.1%	-8%	/
CC(C(=O)Nc1ccc(Cl)cc1Cl)N1C(=O)NC2(CCCC2)C1=O (stereo unspecified)	13%	-0.3%	-20%	3.5%	0.3%	-28%	-0.2%	8%	-1%
CCOC(=O)c1c(S(=O)(=O)NCC(=O)Nc2cc(C)ccc2OC)c(C)n(C)c1C	18%	0.0%	-26%	-1.3%	-0.9%	-30%	0.3%	8%	5%
COc1ccc(NC(=O)c2cc3c(=O)n(C)c4ccccc4c3n2C)cc1OC	-15%	0.4%	-60%	0.6%	-1.0%	2%	-0.1%	7%	1%
Cc1cccc(C(=O)N2CCN(S(=O)(=O)N3CCCCCC3)CC2)c1	-9%	-0.5%	-24%	-1.9%	0.8%	-10%	?	7%	1%
Cc1ccc(C(=O)N(CC(=O)NC2CCCCC2)c2ccccc2C)s1	2%	-1.4%	18%	1.8%	-2.1%	4%	-0.1%	1%	-2%
CCOCCCNS(=O)(=O)c1ccc(-n2cnnn2)c(OC)c1	0%	0.1%	0%	-1.5%	-0.5%	15%	-0.1%	-3%	2%
CCOc1ccc(N(CC(=O)Nc2ccc(OC)cc2)C2=NC3CS(=O)(=O)CC3S2)cc1 (stereo unspecified)	-7%	-0.3%	-7%	-1.2%	2.3%	-2%[20 µM]	-0.1%	0%	-3%
NC(=O)c1cc(S(=O)(=O)N2CC=C(c3ccccc3)CC2)cs1	0%	-0.5%	1%	2.3%	0.6%	-17%	0.7%	-5%	0%
Cc1nc2ccccn2c1C(=O)N/N=C/c1cc(C)n(-c2ccc(Br)cc2)c1C	-20%	-0.4%	17%	-2.6%	-0.9%	-38%	-0.1%	16%	3%
CC(C)=CCC/C(C)=C/C(N)=O	9%	1.1%	-5%	2.1%	-0.4%	35%	-0.1%	13%	1%
Cc1cccc(CCNC(=O)CCS(=O)(=O)c2ccc3nc(C)sc3c2)c1	-4%	-1.2%	-11%	-1.6%	0.7%	27%[20 µM]	-0.3%	2%	0%
CC(=O)c1c(C)oc2ccc(NS(=O)(=O)c3cccs3)cc12	5%	-1.1%	-10%	-0.2%	0.7%	-20%[20 µM]	0.1%	6%	2%
COc1cc(/C=C2/NC(=O)NC2=O)ccc1OCC(=O)Nc1ccc(F)cc1	13%	0.1%	4%	-2.0%	-1.1%	-4%	0.0%	-44%	-7%
O=C(Nc1cccc(NC(=O)c2ccc(-c3cccc(Br)c3)o2)c1)c1ccco1	8%	-0.1%	/	4.7%	12%	-51%	2.5%	24%	-3%
COc1ccc(NS(=O)(=O)c2c(C(=O)N3CCCCCC3)c(C)n(C)c2C)cc1	-18%	-0.4%	-27%	-1.6%	0.1%	-2%	-0.2%	0%	-1%
C=CCn1c(SCC(=O)/C(C#N)=C(\C)N)nnc1C1CCCCC1	1%	-0.5%	20%	-1.1%	6.5%	17%	-0.2%	4%	-3%
O=C(CS)Nc1ccc2ccccc2c1	10%	-1.1%	-3%	3.8%	-0.3%	1%	0.0%	6%	-20%
CSc1ccc(CN2CCCC(N3CCN(c4ccccc4)CC3)C2)cc1 (stereo unspecified)	1%	-0.9%	-12%	-1.8%	-0.1%	-26%[20 µM]	0.4%	10%	-3%
Cc1ccc(S(=O)(=O)CCC(=O)OCc2ccccc2F)cc1	2%	0.0%	-5%	-3.6%	0.4%	-28%[20 µM]	0.2%	-7%	-14%
CC1CCCCN1S(=O)(=O)c1ccc(S(=O)(=O)N(Cc2ccccc2)Cc2ccco2)cc1 (stereo unspecified)	6%	0.0%	-8%	-2.9%	-1.0%	-9%	-0.5%	5%	-4%
Cn1c(Cc2cccs2)n[nH]c1=S	1%	-0.4%	-7%	0.9%	-2.0%	25%	-0.1%	2%	-3%
CN1CCc2c(sc3c2C(=O)NC(c2ccccc2)N3)C1 (stereo unspecified)	6%	0.0%	-46%	2.0%	19%	-4%	0.4%	8%	-16%
CC1(C)Cc2c(cnn2-c2ccc(F)cc2)C(NC(=O)C2=NNC(=O)CC2)C1 (stereo unspecified)	-5%	-0.3%	-46%	0.0%	1.3%	-4%	0.2%	7%	4%
O=C1c2ccccc2C(=O)c2c1cccc2N1CCOCC1	-6%	/	-19%	-3.2%	-0.7%	24%	-0.1%	4%	-1%
Cc1cc(NC(=O)c2c(F)c(F)c(F)c(F)c2F)no1	9%	1.3%	-12%	0.5%	1.1%	16%	0.4%	-5%	1%
CC(C)c1nc(CNC(=O)c2ccc(OC3CCN(Cc4ccccn4)CC3)cc2)cs1	-8%	0.2%	-17%	-2.2%	2.6%	-29%	0.2%	6%	-3%
c1ccc(Nc2ncnc3sccc23)cc1	14%	0.4%	0%	0.0%	-1.8%	1%	0.1%	2%	-7%
CC(C)(C)C(=O)Nc1ccccc1N1CCN(c2ccc(F)cc2)CC1	-4%	-1.3%	-10%	-1.9%	0.4%	-51%	0.0%	0%	-5%
Cc1cc(C(F)(F)F)c2c(N)c(C(=O)Nc3cc(C)on3)sc2n1	-1%	0.6%	-17%	3.6%	21%	18%	-0.1%	11%	19%
CCOC(=O)c1sc(NC(=O)CCN2CC(C)OC(C)C2)c(C(=O)OCC)c1C (stereo unspecified)	-7%	/	6%	-3.6%	0.3%	30%	-0.2%	-6%	/
Cc1cc(OCC(=O)N2CCc3ccccc3C2)c2c(-c3ccccc3)cc(=O)oc2c1	-22%	0.1%	11%	0.7%	-0.7%	-21%	0.7%	64%	1%
COc1cc(NC(=O)n2ncc3cc(Cl)ccc32)cc(OC)c1	-4%	0.0%	-4%	2.2%	-2.8%	-41%	0.0%	4%	3%
C=CCn1c(SCCN2C(=O)c3ccccc3C2=O)nc2scc(-c3ccccc3)c2c1=O	4%	-0.8%	-14%	2.7%	3.0%	0%	-0.2%	12%	-3%	NS5 inhibitors pilot replicate=3.3

A portion of the library; rates above refer to the full screens.
